# BL2 CD40 inh – CD40 pathway inhibition in BL2 cells; AID 1053188; actives 0.94% (n = 83,000); inhibition, % at 10 µM; BL2 NF-kB luciferase reporter, CD40L-induced, 4 h;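 active = mean inhibition of at least 50% with a set share of replicates also reaching that level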;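 note: 0% = neutral control wells and 100% = IKK inhibitor VII at 50 µM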
# The depositor's hits bear a star; [ ] = dose if it differs, or a comment. Some of the compounds tested; the hit share may differ from the screen's.
SMILES,BL2 CD40 inh
CCC(=O)N1C[C@@H](C)[C@@H](OC)CN(C)C(=O)c2cc(NC(=O)Nc3ccc(Cl)cc3)ccc2OC[C@H]1C,8.9[25 µM]
O=C(c1ccncc1)N1CCN(C(=O)c2ccncc2)CC1,7.0
CC(C)CN(C(=O)c1ccco1)C1CCS(=O)(=O)C1 (stereo unspecified),7.4
O=C(Nc1ccc(Cl)cc1Cl)c1csc(-c2cccnc2)n1,-3.4
Cc1ccc(S(=O)(=O)NCCC(=O)NC(C)CCc2ccccc2)cc1 (stereo unspecified),3.8
CC(C)NC(=O)N(C)C[C@@H]1Oc2ncccc2C(=O)N(C)C[C@H]1C,5.0
COc1ccccc1CC1(C)NC(=O)N(CC(=O)N2CC(C)OC(C)C2)C1=O (stereo unspecified),13.5
CC(C)[C@H](C)NC(=O)N(C)C[C@H]1OCc2ccccc2-c2ccccc2C(=O)N([C@@H](C)CO)C[C@@H]1C,-5.6
CC(OC(=O)CNC(=O)c1ccc2c(c1)OCO2)C(=O)NCCC1=CCCCC1 (stereo unspecified),6.0
CCCCC(=O)Nc1ncc2c(n1)CC(C)(C)CC2=O,-7.2
CC(=O)Nc1ccc(S(=O)(=O)N(C)CC(=O)NC2=NCCS2)cc1,0.5
Cc1cc([N+](=O)[O-])ccc1NS(=O)(=O)c1ccccc1,12.5
Cc1ccc(/C=C/S(=O)(=O)NCC(=O)OCC(=O)Nc2ccc(C(N)=O)cc2)cc1,5.5
CCCNC(=O)[C@@H]1[C@@H](CO)[C@@H]2Cn3c(cccc3=O)[C@@H]2N1C(=O)C1CCC1,1.2
O=C(NC1CCCCCCC1)c1cc(-c2ccccn2)nc2ccccc12,-2.9
COc1ccc(NC(=S)NCC(c2ccco2)N2CCCC2)cc1 (stereo unspecified),-10.2
C/C(=N/OC(=O)c1ccccc1)c1oc(C)nc1C,-24.4
Cc1cc(=O)n2c(n1)SCOC2,10.3
COc1ccc(C#Cc2ccc([C@H]3[C@@H](CO)N4CCCCN(S(=O)(=O)c5cn(C)cn5)C[C@H]34)cc2)cc1,66.3*[25 µM]
Cc1ccc(-c2ccccc2[C@H]2[C@@H](C#N)N(C(=O)Cc3cccnc3)[C@@H]2CO)cc1,-19.4[25 µM]
N#C[C@H]1[C@@H](c2ccccc2C2=CCCCC2)[C@@H](CO)N1C(=O)Cc1ccncc1,6.9[25 µM]
CC(=O)N1CCN(C(=O)c2cc(-c3ccc(Cl)s3)nc3ccccc23)CC1,-43.1
Nc1ccccc1SC(CC(=O)c1ccccc1)c1ccccc1 (stereo unspecified),-30.3
O=C(NCc1ccc(F)cc1)c1ccc(S(=O)(=O)N2CCCCC2)cc1,-4.3
O=C(CO/N=C1\CCCc2nonc21)Nc1ccccc1Cl,-11.9

# Part of the list above in a different format.
BL2 CD40 inh,mol
13.5,COc1ccccc1CC1(C)NC(=O)N(CC(=O)N2CC(C)OC(C)C2)C1=O (stereo unspecified)
-5.6,CC(C)[C@H](C)NC(=O)N(C)C[C@H]1OCc2ccccc2-c2ccccc2C(=O)N([C@@H](C)CO)C[C@@H]1C
6.0,CC(OC(=O)CNC(=O)c1ccc2c(c1)OCO2)C(=O)NCCC1=CCCCC1 (stereo unspecified)

# More compounds follow.
SMILES,BL2 CD40 inh
CCOC(=O)N(C)C[C@@H]1OCc2ccccc2-c2c(n(C)c3ccccc23)C(=O)N([C@@H](C)CO)C[C@@H]1C,-6.1
COc1cccc(-c2ccc([C@H]3[C@H](CO)N4C(=O)CN(C(=O)c5cccnc5)C[C@@H]34)cc2)c1,-13.5[25 µM]
CCCN(CCC)S(=O)(=O)c1ccc(C(=O)O)cc1,12.9
Cc1ccc(S(=O)(=O)N[C@@H]2CC[C@H](CCn3cc(C4CCCC4)nn3)O[C@@H]2CO)cc1,11.7
O=C(CN1CCOCC1)N[C@@H]1CC[C@@H](CCn2cc(C3CCCC3)nn2)O[C@H]1CO,1.9
C[C@@H]1CN([C@H](C)CO)C(=O)c2cccc(NC(=O)c3ccncc3)c2O[C@@H]1CN(C)S(=O)(=O)c1ccccc1,-3.9[25 µM]
C[C@H]1CN([C@@H](C)CO)C(=O)c2ccccc2-c2ccccc2CO[C@H]1CN(C)Cc1ccc(O)cc1,-4.2
COCCCNC(=O)C(=O)NC1CCCCC1C (stereo unspecified),-6.7
C#CCN1C(=O)C(O)(CC(=O)/C=C/C=C/c2ccccc2)c2ccccc21 (stereo unspecified),6.4
O=C(Nc1ncccc1O)c1ccc(Cl)c(S(=O)(=O)N2CCCCC2)c1,-3.0
CO[C@@H]1CN(C)C(=O)c2ccc(NC(=O)Nc3ccccc3Cl)cc2OC[C@@H](C)N(C)C[C@H]1C,-2.2
[O-][n+]1nc2ccccc2c2ccccc21,-15.1
CCCn1nc(C(=O)OCC(=O)Nc2ccc(C)cc2)c2ccccc2c1=O,13.7
COc1ccc(CN(C)C[C@@H]2Oc3c(NC(=O)c4cnccn4)cccc3C(=O)N([C@H](C)CO)C[C@H]2C)cc1,-13.5[25 µM]
NC(=S)N/N=C/c1ccc(-c2ccccc2)o1,-106.3
O=C(C[C@@H]1CC[C@@H]2[C@H](COC[C@@H](O)CN2Cc2ccc(F)cc2)O1)NCCc1ccccc1,-13.3[25 µM]
O=C(c1ccc(F)cc1)N(CC1CCC1)C[C@H]1N[C@@H](CO)[C@H]1c1ccccc1,-2.3[25 µM]
CSCC[C@@H](C(=O)Nc1ccc2c(c1)OCCO2)N1Cc2ccccc2C1=O,-27.1
CCn1ncc(CN2CCN(Cc3cccc(OC)c3)C(CCO)C2)c1C (stereo unspecified),-2.8
Cc1ccc(SCC(=O)c2c(C)nc3cc(C)ccn23)cc1,-18.0
CN1CCC(NC(=O)c2cccc(Oc3ccccc3)c2)CC1,6.1
O=C(CSc1nnc(SCc2ccc(Cl)cc2)s1)N/N=C/c1ccc(Cl)cc1Cl,3.8
COc1cccc(-c2cc(C(=O)Nc3cnn(Cc4ccc(F)cc4)c3)no2)c1,9.2
CC(=O)c1c(C)oc2ccc(NS(=O)(=O)c3ccccc3)cc12,21.2
CC(C)Oc1ccc(S(=O)(=O)N2CCCCC2)cc1NC(=O)C1CSC2(C)CCC(=O)N12 (stereo unspecified),-3.8

# Continued.
SMILES,BL2 CD40 inh
CCOC(=O)c1c(C)c(C(=O)NCCCN2CCCC2=O)c(C)n1CC,0.4
O=C(Oc1cccc(-n2cnnn2)c1)c1sc2ccccc2c1Cl,6.7
Cc1nn(-c2ccccc2)c(N2CCCC2)c1C=O,10.0
Cc1ccc(C23CC4CC(CC(C(=O)OCC(=O)NC5CCS(=O)(=O)C5)(C4)C2)C3)cc1 (stereo unspecified),10.2
COC(=O)c1c(-c2ccccc2)noc1-c1ccccc1,-26.4
CC(=O)N1CCCc2cc(S(=O)(=O)N(C)CCC#N)ccc21,2.9
c1ccc(COCCCc2cnc[nH]2)cc1,-5.9[25 µM]
CC=Cc1ccc2n(c1=O)C[C@@H]1[C@@H](CO)[C@H](C(=O)NC3CCCC3)[C@H]2N1C(=O)c1cnccn1 (mixture of isomers),-3.7[25 µM]
CN(C(=O)c1cccc(OC2CCN(S(=O)(=O)N(C)C)CC2)c1)C1CCOC1 (stereo unspecified),-27.7
O=C(c1cc(C2CCCCN2S(=O)(=O)c2cccs2)on1)N1CCOCC1 (stereo unspecified),6.8
O=C(NC1CCCCC1)N1CC(=O)N2[C@H](C1)[C@@H](c1ccc(-c3cccnc3)cc1)[C@@H]2CO,-3.3
Cc1cc(-n2nc(C)cc2C)n2ncc(-c3ccccc3)c2n1,-20.3
N#C[C@H]1[C@@H](c2ccc(C3=CCCC3)cc2)[C@H](CO)N1C(=O)Cc1ccncc1,-16.8[25 µM]
CCCc1nc(-c2cc3ccccc3[nH]c2=O)no1,-6.0
C[C@H]1CN([C@@H](C)CO)C(=O)c2cc(-c3cccc(C#N)c3)cnc2O[C@@H]1CN(C)C(=O)C1CCCCC1,-21.4[25 µM]
Cc1c(C(=O)N(Cc2ccccc2)C2CCS(=O)(=O)C2)oc2ccccc12 (stereo unspecified),-6.2
CCOC(=O)c1cc2ccccc2nc1C,9.0
C[C@@H]1CN([C@@H](C)CO)C(=O)c2ccccc2-c2ccccc2CO[C@@H]1CN(C)C(=O)Nc1cccc(C(F)(F)F)c1,3.2[25 µM]
CC(=O)N(C)C[C@@H]1[C@@H](c2ccc(C3=CCCC3)cc2)[C@@H](CO)N1CC1CC1,-2.9
Cc1ccc(C(=O)NCCCNC(=O)Cc2ccc(Cl)cc2)cn1,5.9
O=C(CN1C(=O)c2ccccc2S1(=O)=O)NCc1c(F)cccc1F,-11.5
O=C(CN1CCN(S(=O)(=O)c2ccc(F)cc2)CC1)NCc1cccs1,9.6
CC12CCC3C(CCC4CC(O)CCC43C)C1CC=C2c1ccccc1 (stereo unspecified),-15.2[25 µM]
Cc1cccc(N2CC(C(=O)Nc3ccccc3N3CCOCC3)CC2=O)c1C (stereo unspecified),-9.1
C[C@@H]1CN([C@@H](C)CO)C(=O)c2cc(NC(=O)Cc3cn(C)c4ccccc34)ccc2O[C@@H]1CN(C)Cc1ccc2c(c1)OCO2,5.3[25 µM]

# The listing continues.
SMILES,BL2 CD40 inh
C[C@@H]1CN([C@@H](C)CO)C(=O)c2cc(-c3cccc(C#N)c3)cnc2O[C@H]1CN(C)C(=O)C1CCOCC1,-5.3[25 µM]
COc1ccc(-c2ccc3c(c2)[C@@H]2[C@@H](CCN2C(=O)Cc2ccccn2)[C@@H](CO)N3C)cc1,-54.9[25 µM]
CC1(C)CC(NC(=S)NCc2ccco2)CC(C)(C)N1,14.1
O=C(Nc1nnc(C2CC2)s1)C1CCCCC1,-47.6
O=C(Nc1ccccc1F)N[C@@H]1CC[C@@H](CCNC(=O)C2CC2)O[C@H]1CO,-1.0[25 µM]
O=C(c1ccncc1)N1C[C@H]2[C@@H](c3ccccc31)[C@H](CO)N2C(=O)CN1CCOCC1,-3.1[25 µM]
CC(=O)Nc1ccc(NC(=O)c2cc(-c3ccc(F)cc3C)n[nH]2)cc1,-47.5
COc1cc(C(=C(CC(=O)O)C(=O)O)c2ccc3c(c2)OCO3)cc(OC)c1OC,2.3
NS(=O)(=O)c1cccc(NC(=O)CSc2nnc(NC3CC3)s2)c1,2.4
COCc1cc(C)nc2sc(C(=O)OC(C)C)c(N)c12,-2.7
COc1cccc(-c2ccc(C3[C@@H]4CN(S(=O)(=O)Cc5ccccc5)C[C@H]3N4)cc2)c1 (stereo partly specified),-7.8[25 µM]
O=C(NCCc1ccccn1)c1ccc(S(=O)(=O)N2CCCCCC2)cc1,5.6
COc1ccccc1CCNS(=O)(=O)CCNC(=O)c1ccccc1,-19.1
Cc1ccccc1-c1nnc(-c2cccc3ccccc23)o1,-60.8
C=CCOc1ccc(C2NC(=S)NC(c3ccccc3)=C2C(C)=O)cc1OC (stereo unspecified),17.6
Cc1ccc(NC(=O)CSc2nnnn2C2CCCC2)cc1S(=O)(=O)N1CCOCC1,7.4
COc1ccc(C(=O)Nc2ccc(Cn3ccnc3)cc2)cc1OC,-34.1
CC(=O)Nc1ccc(S(=O)(=O)N(C)CC(=O)OCC(=O)N2CC(C)OC(C)C2)cc1 (stereo unspecified),10.3
CC1(C)CC(CC(=O)Nc2nccs2)(c2ccccc2)CCO1 (stereo unspecified),-0.6
O=S(=O)(Nc1ccc2c(c1)OCCO2)c1cccs1,21.4
O=C(Oc1ccc2ccccc2c1)C1CCC1,2.5
Clc1ccc(C2CC(c3cccs3)n3ncnc3N2)cc1 (stereo unspecified),3.8
CCN(C(=O)CSc1n[nH]c(-c2cc(Cl)ccc2OC)n1)C1CCS(=O)(=O)C1 (stereo unspecified),3.5
CC(NCC(=O)NC(=O)NCCC1=CCCCC1)c1ccc(S(N)(=O)=O)cc1 (stereo unspecified),-2.1
CCOC(=O)C1=C(CC)Nc2ccccc2N/C1=N\S(=O)(=O)c1ccccc1OC,13.3

# Marked active in BL2 CD40 inh, of those listed so far:
SMILES,BL2 CD40 inh
COc1ccc(C#Cc2ccc([C@H]3[C@@H](CO)N4CCCCN(S(=O)(=O)c5cn(C)cn5)C[C@H]34)cc2)cc1,66.3*[25 µM]

# Further compounds follow.
SMILES,BL2 CD40 inh
COc1ccccc1C#Cc1ccc([C@H]2[C@H]3CN(C(=O)C4CCC4)CCCCN3[C@H]2CO)cc1,41.1[25 µM]
Cc1ccc(S(=O)(=O)Cc2ccc(C(=O)NCCc3ccccc3)o2)cc1,0.3
CCn1c(-c2nonc2NC(=O)c2ccccc2)nc2ccccc21,5.1
N#Cc1cccc(C(=O)Nc2cc(S(=O)(=O)N3CCOCC3)ccc2N2CCCC2)c1,1.2
Cc1ccccc1NC(=O)C(C)c1cccc(C(=O)c2ccccc2)c1 (stereo unspecified),16.1
COC(=O)c1sccc1NC(=O)c1ccoc1C,4.9
Cc1nc(N2CCN(C(=O)c3cccs3)CC2)c2c3c(sc2n1)CCCC3,-2.6
N#Cc1cccc(NC(=O)COC(=O)C2CCC2)c1,-12.6
CNC[C@H]1OCc2ccccc2-c2c(n(C)c3ccccc23)C(=O)N([C@@H](C)CO)C[C@@H]1C,-4.6
CCOc1nnnc2c1sc1nc(N3CCOCC3)c3c(c12)CCCC3,8.0
CC1(C)NC(=O)N(CCOCCOc2ccccc2-c2ccccc2)C1=O,10.0
CC(=O)c1cc(CCC(=O)NC2CCCCCC2)oc1C,0.0
Cc1n[nH]c(=O)c2c(NC(=O)CSc3nnnn3-c3ccc(O)cc3)oc(C)c12,2.1
CCN1CCN(S(=O)(=O)c2cc(OC)ccc2OC)CC1,5.7

# 6 entries out of the list, arranged by SMILES length, largest number first:
SMILES,BL2 CD40 inh
CC(C)[C@H](C)NC(=O)N(C)C[C@H]1OCc2ccccc2-c2ccccc2C(=O)N([C@@H](C)CO)C[C@@H]1C,-5.6
CN(C(=O)c1cccc(OC2CCN(S(=O)(=O)N(C)C)CC2)c1)C1CCOC1 (stereo unspecified),-27.7
O=C(CN1C(=O)c2ccccc2S1(=O)=O)NCc1c(F)cccc1F,-11.5
O=C(NC1CCCCCCC1)c1cc(-c2ccccn2)nc2ccccc12,-2.9
CC(=O)N1CCCc2cc(S(=O)(=O)N(C)CCC#N)ccc21,2.9
COCc1cc(C)nc2sc(C(=O)OC(C)C)c(N)c12,-2.7

# Source: PubChem (Broad Institute)
